From PubChem
Dynein cargo inh = dynein cargo transport inhibition | 3617.4 mouse cells, GR-EGFP nuclear translocation imaging; test concentration mostly 20 µM; stimulated with dexamethasone, 1 µM; stronger effect = lower value | z-score, hits read low | hit rate 0.47% among 220,000;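 active = plate z-score of nuclear minus cytoplasmic receptor signal below a set negative limit, without overly bright fluorescence or cell loss, cut at about -3.5 in these data, passing the limit was not always enough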;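 note: z-score of nuclear minus cytoplasmic ring GR-EGFP intensity difference per well; some compounds called inactive have numbers as strong as hits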
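Medium: Induction medium lacking tetracycline, stripped serum | Probe or stimulus: 1.0 µM final dexamethasone stimulus | Schedule: 48 h induction, then 1 h compound, then 30 min agonist, 37 °C | Signal: Automated 10x imaging of fixed Hoechst-stained cells | Evaluation: Per-cell GR-EGFP intensity, nucleus versus surrounding cytoplasmic ring, well-averaged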
b-catenin transl = modulators of beta-catenin nuclear translocation. nuclear translocation activity, % at 5 µM. HeLa beta-catenin nuclear translocation, immunofluorescence imaging. hit rate 0.3% among 190,000. AID 1665;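 active = nuclear translocation activity above 50% at 5 µM, with a well cell count of 50 or more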;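 note: per-cell ratio of nuclear to cytoplasmic median beta-catenin stain intensity; plate controls were DMSO negative control for no effect and GSK-3 inhibitor IX positive control for full effect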
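Test system: human HeLa cells, endogenous beta-catenin. Times: 24 h compound exposure, 37°C. Measured by: beta-catenin immunofluorescence imaging with DAPI.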
Insulin prom up = MIN6 insulin promoter up-regulation. MIN6 insulin promoter-GFP reporter, high-content imaging; stronger effect = higher value. z-score at 5 µM. hit rate 0.3% among 190,000;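 active = z-score above 3 at 5 µM with at least 500 cells counted in the well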
MT stabilize HCS = microtubule stabilization, imaging screen | AID 2205 | % tubulin-high responders, % at 10 µM | HeLa tubulin immunostaining HCS, 24 h; share of cells brighter than vehicle mean+2SD | hit rate 0.83% among 200,000;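 active = plate Z-score above 3 for both tubulin-high and condensed-nucleus cell shares, with cell loss under 80%, at 10 µM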;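 note: anti alpha tubulin signal scored within the nucleus-defined area of each cell; some results filed as inactive read as strong as hits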
WT yeast gro inh = growth inhibition of WT yeast, mitochondrial fusion screen; hit rate 2.1% among 190,000; inhibition, % at 10 µM; AID 1362; mitochondrial fusion phenotypic screen, WT strain; in the data active = inhibition above about 58%; tested in S. cerevisiae
Yfh1-depleted yeast = mitochondrial function rescue without frataxin homolog – Friedreich's ataxia, plus single-dose screen, dose response (AID 1465); S. cerevisiae Yfh1-off respiration, WST-1 reduction, 72 h; higher fold induction means a stronger effect; one-dose fold induction at 50 µM; EC50 in µM for titrated hits; hit rate 0.074% among 220,000;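 active = fold induction of absorbance versus untreated yeast above a set limit, then at least 30% activation at any dose in follow-up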;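 note: activators that raise dye reduction in frataxin-depleted yeast; strong numbers were not always called active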
PMI inhibitors = inhibitors of human PMI, primary screen, biochemical, fluorescence intensity, coupled assay (AID 1209); one-dose inhibition, % at 20 µM; IC50 in µM for titrated hits; hit rate 0.42% among 190,000; purified PMI enzyme, coupled fluorescence intensity; higher % means a stronger effect;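 note: plate controls were DMSO vehicle for no effect and wells lacking substrate for full effect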
Autophagy HCS = autophagy modulation, high-content screen. calls only at 10 µM (by protocol). MEF GFP-LC3 puncta imaging; test concentration mostly 10 µM. hit rate 0.98% among 190,000;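 active = percentage of spot-positive cells more than 3 SD above its plate mean, without a fluorescence outlier flag or 80% toxicity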;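 note: spot-positive cell cutoff set from DMSO-treated cells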
PMI inhibition = human PMI inhibitors, high substrate, primary screen, biochemical, fluorescence intensity, high mannose 6-phosphate (AID 1220); one-dose inhibition, % at 20 µM; IC50 in µM for titrated hits; recombinant PMI enzyme, coupled fluorescence intensity; higher % means a stronger effect; hit rate 0.66% among 190,000
WT yeast gro inh mutant strain = recorded beside WT yeast gro inh, whose call it bears; inhibition, %; mitochondrial fusion phenotypic screen, mutant strain inhibition
Dynein cargo inh cytoplasmic EGFP = also measured in Dynein cargo inh; calls as there; z-score; measured here: cytoplasmic GR-EGFP intensity; stronger effect = higher value
Dynein cargo inh nuclear GR-EGFP = further read-out of Dynein cargo inh, marked with its call; z-score; measured here: nuclear GR-EGFP intensity;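 lower value marks the stronger effect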
Dynein cargo inh cell count = further read-out of Dynein cargo inh, marked with its call; z-score; measured here: cell count per field
Insulin prom up cell count = further read-out of Insulin prom up, marked with its call; cell count; measured here: cytotoxicity, nuclei count;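 total cells summed across four imaged fields per well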
b-catenin transl cell count 5 µM = second read-out of b-catenin transl, no call of its own (marks repeat the call); cell count; measured here: cell count, cytotoxicity flag
MT stabilize HCS Hoechst-high % = further read-out of MT stabilize HCS, marked with its call; % Hoechst-high responders; measured here: nuclear condensation Hoechst responders;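 share of cells brighter than vehicle mean plus two SD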
MT stabilize HCS cytotoxicity % = also measured in MT stabilize HCS; calls as there; toxicity, %; measured here: cytotoxicity by cell density;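 0% = mean cell density of plate MIN control wells and 100% = no cells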
Autophagy HCS cell loss 18 h = recorded beside Autophagy HCS, whose call it bears; toxicity, %; measured here: cell loss, nuclei count;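 cell loss after 18 h compound exposure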
* marks the source's active call; other numbers are inactive results; i = inactive; x = not tested or not shown. Cut-off read from the data, not from the text of the source, unless noted: active = inhibition above about 50%; inactive = the rest.

Order of values: Dynein cargo inh	Dynein cargo inh cytoplasmic EGFP	Dynein cargo inh nuclear GR-EGFP	Dynein cargo inh cell count	b-catenin transl	b-catenin transl cell count 5 µM	Insulin prom up	Insulin prom up cell count	MT stabilize HCS	MT stabilize HCS Hoechst-high %	MT stabilize HCS cytotoxicity %	WT yeast gro inh	WT yeast gro inh mutant strain	Yfh1-depleted yeast	PMI inhibitors	Autophagy HCS	Autophagy HCS cell loss 18 h	PMI inhibition
COc1ccccc1OCc1ccc(C(=O)Nc2ccncc2)o1
 : 0.2	0.097	0.055	-0.5	0.7	984	-1.8	1713	2.9	2.6	4.5	-1	5	i	9%	i	4	8%
COCCN1C(=O)N[C@@H](c2ccccc2)C(C(C)=O)=C1C
 : 0.57	-0.22	0.58	0.25	x	x	-0.28	1224	2.9	2.3	4.2	10	-5	i	0%	i	1	-10%
COc1cccc(/C=C/C(=O)Nc2ccccc2N2CCOCC2)c1
 : 1.3	-0.029	0.53	-0.93	-0.8	1051	0.72	1172	5.5	2.0	12	15	23	i	10%	i	15	16%
COC(=O)CN1C(=O)C2(C(C#N)=C(N)Oc3ccccc32)C2=C1CC(C)(C)CC2=O (stereo unspecified)
 : -0.11	-0.13	0.26	-0.41	x	x	-0.39	924	1.0	1.7	8.4	-5	3	i	1%	i	10	-5%
O=C(CCC(=O)N1CCN(S(=O)(=O)c2ccccc2)CC1)NC1CCCc2ccccc21 (stereo unspecified)
 : 0.34	-0.15	0.93	-1.4	-1.4	1151	-0.6	1053	6.3	3.2	5.6	-4	-53	i	2%	i	-14	-5%
CC1Cc2ccccc2N1C(=O)C1CCCN1S(=O)(=O)c1ccc(Cl)cc1 (stereo unspecified)
 : 0.47	-0.11	0.67	-0.51	-3.6	1215	-0.15	995	1.8	3.2	5.8	3	13	i	9%	i	20	6%
CN(C)S(=O)(=O)c1cccc(-c2nn(-c3ccccc3)cc2/C=C(\C#N)c2nc3ccccc3[nH]2)c1
 : -0.57	-0.19	-0.51	-0.51	1.2	1075	-0.86	1171	1.9	4.3	9.7	20	-6	i	13%	i	-3	4%
CCOC(=O)/C(C#N)=C(\O)c1ccc(NC(=O)c2ccc([N+](=O)[O-])cc2)cc1
 : 1.3	-0.16	1.2	-0.72	-1.3	1316	0.19	1010	x	x	x	x	x	i	x	x	x	x
COC(=O)Cc1c(C)nc2nc(-c3ccco3)[nH]n2c1=O
 : -0.37	-0.16	-0.32	0.77	-3.0	605	x	x	4.8	2.3	4.4	-9	1	i	-34%	i	10	-37%
O=[N+]([O-])c1ccc(N2CCNCC2)cc1Sc1nc2ccccc2[nH]1
 : -0.21	-0.26	-0.1	0.37	-0.9	1008	0.57	1523	2.4	1.8	5.8	4	5	i	20%	i	-2	-1%

Three compounds picked at random from those above:
Order of values: Dynein cargo inh	Dynein cargo inh cytoplasmic EGFP	Dynein cargo inh nuclear GR-EGFP	Dynein cargo inh cell count	b-catenin transl	b-catenin transl cell count 5 µM	Insulin prom up	Insulin prom up cell count	MT stabilize HCS	MT stabilize HCS Hoechst-high %	MT stabilize HCS cytotoxicity %	WT yeast gro inh	WT yeast gro inh mutant strain	Yfh1-depleted yeast	PMI inhibitors	Autophagy HCS	Autophagy HCS cell loss 18 h	PMI inhibition
COc1ccccc1OCc1ccc(C(=O)Nc2ccncc2)o1
 : 0.2	0.097	0.055	-0.5	0.7	984	-1.8	1713	2.9	2.6	4.5	-1	5	i	9%	i	4	8%
CCOC(=O)/C(C#N)=C(\O)c1ccc(NC(=O)c2ccc([N+](=O)[O-])cc2)cc1
 : 1.3	-0.16	1.2	-0.72	-1.3	1316	0.19	1010	x	x	x	x	x	i	x	x	x	x
COc1cccc(/C=C/C(=O)Nc2ccccc2N2CCOCC2)c1
 : 1.3	-0.029	0.53	-0.93	-0.8	1051	0.72	1172	5.5	2.0	12	15	23	i	10%	i	15	16%

Next entries.
Order of values: Dynein cargo inh	Dynein cargo inh cytoplasmic EGFP	Dynein cargo inh nuclear GR-EGFP	Dynein cargo inh cell count	b-catenin transl	b-catenin transl cell count 5 µM	Insulin prom up	Insulin prom up cell count	MT stabilize HCS	MT stabilize HCS Hoechst-high %	MT stabilize HCS cytotoxicity %	WT yeast gro inh	WT yeast gro inh mutant strain	Yfh1-depleted yeast	PMI inhibitors	Autophagy HCS	Autophagy HCS cell loss 18 h	PMI inhibition
COC(=O)C(C(=O)NCC1CCCO1)C1CCCCCC1 (stereo unspecified)
 : 0.81	-0.016	0.11	0.89	1.7	1031	0.29	1231	3.2	1.7	3.9	-3	-4	i	14%	i	11	5%
Cc1cc(S(=O)(=O)N(Cc2ccccc2F)C2CC2)ccc1-n1cnnn1
 : 0.28	-0.14	0.059	-0.001	1.9	939	-0.62	1472	2.0	2.0	0.5	17	-16	i	12%	i	25	10%
COc1ccccc1NC(=O)C1=C(C)NC(=O)NC1c1ccccc1[N+](=O)[O-] (stereo unspecified)
 : -0.29	-0.099	-0.066	0.069	-3.4	967	-0.13	1237	2.0	2.3	7.9	7	-5	i	6%	i	16	20%
COc1cccc(=O)c2c(C)n(CC(=O)c3ccccc3)c(C)c12
 : -1.5	-0.17	-1.2	0.53	0.6	1034	-0.49	1240	3.2	3.6	4.6	-17	-18	i	-37%	i	-1	19%
COc1cccc(Nc2ncnc3c2cnn3C)c1
 : -0.18	-0.29	0.13	-0.0049	-0.5	877	0.29	1259	3.8	3.4	9.3	10	13	i	-7%	i	-1	1%
N#CCCN(Cc1ccccc1)C(=O)Nc1ccccc1
 : -0.24	-0.23	-0.36	0.39	-0.7	1316	1.2	1451	x	x	x	x	x	i	x	x	x	x
O=C(CSc1nnc(-c2ccncc2)n1CC1CCCO1)NCc1ccccc1 (stereo unspecified)
 : -0.2	-0.2	-0.18	0.2	-4.5	1207	0.29	1334	1.6	1.4	5.9	2	-1	i	12%	i	-1	10%
Cc1ccc(NC(=S)NCC2CCCO2)c(OC(F)F)c1 (stereo unspecified)
 : -0.11	-0.28	-0.27	0.29	0.1	1095	0.39	1570	2.7	3.4	6.6	1	0	x	18%	i	4	49%
Cc1cc(OCC(=O)N2CCc3ccccc3C2)c2c(-c3ccccc3)cc(=O)oc2c1
 : 0.24	-0.26	0.28	1.2	-0.9	1237	0.08	978	1.7	1.5	5.7	55	26	i	8%	i	5	0%
c1ccc(CCn2nnnc2CN2CCc3ccccc32)cc1
 : -0.27	-0.1	0.2	-0.26	0.0	1131	-0.32	979	2.7	1.8	3.7	-2	-1	i	8%	i	6	9%
CC(C)(C)OC(=O)N1CCC(CNC(=O)c2ccccc2)CC1
 : -0.84	-0.23	-0.017	0.12	-0.4	1336	0.32	1138	x	x	x	x	x	i	x	x	x	x
Cc1cc(C(=O)Nc2ccccn2)no1
 : -1	-0.3	-0.31	0.56	-0.7	1073	0.15	1325	1.8	0.2	50	8	-4	i	0%	i	7	1%
Cn1c(=O)n(C)c2cc(S(=O)(=O)NCCc3ccccc3)ccc21
 : 1	-0.27	1.1	-0.73	-7.9	980	-1.1	1232	3.0	2.8	7.7	2	-9	i	5%	i	-12	9%
O=C(CNC(=S)N(CCCN1CCOCC1)Cc1cccs1)N1CCCCCC1
 : -0.88	-0.2	-0.54	0.94	0.0	1038	-0.79	1265	2.2	3.2	5.6	-1	1	i	17%	i	18	55%*
CN1C(=S)SC(C)(C)C1NO (stereo unspecified)
 : -0.46	-0.18	-0.32	0.34	-2.1	1139	0.99	1149	0.8	0.6	4.6	6	23	i	-22%	i	26	-13%
Cc1ccccc1OCc1nc2ccccc2c(=O)n1/N=C/c1cccc([N+](=O)[O-])c1
 : -0.53	-0.17	-0.31	0.46	0.1	508	0.61	1232	4.9	4.8	1.2	24	9	i	-1%	i	23	-8%
Cc1c(Cl)cccc1NC(=O)CCC(=O)NNC(=O)c1ccccc1
 : 0.57	-0.24	0.86	-0.83	-2.6	1119	-0.29	1436	2.9	3.6	4.2	10	5	i	4%	i	6	1%
COC(=O)CNc1nc(-c2cccnc2)nc2ccccc12
 : -0.067	-0.19	0.53	0.3	0.1	1104	-0.72	1008	1.7	1.2	1.6	5	3	i	3%	i	27	0%
CC1C(c2ccccc2)N(C)C(c2ccccc2)CC1(O)c1ccc(F)cc1 (stereo unspecified)
 : 0.13	0.75	0.88	-0.12	1.4	1087	-2.3	1304	2.1	3.4	5.4	69*	22*	i	5%	i	2	4%
CCOc1ccccc1N1CCN(C(=O)c2ccccc2)CC1
 : 0.91	-0.23	0.52	-0.8	x	x	x	x	2.4	1.8	5.2	2	1	i	0%	i	2	3%
COc1ccc(NC(=O)C2CCCC2)cn1
 : -0.4	-0.36	-0.62	-0.25	-1.5	1194	0.41	1320	2.4	1.9	2.7	-16	-6	i	3%	i	2	28%
O=C1CC(Nc2cc(=O)[nH]c(=O)[nH]2)C(=O)N1c1ccccc1Cl (stereo unspecified)
 : 0.11	0.015	1.1	0.048	0.4	1326	-0.11	963	x	x	x	x	x	i	x	x	x	x
COc1cccc(N/C(SCc2ccccc2C)=C(/C#N)C(=O)NCc2cccs2)c1
 : -0.21	-0.21	0.035	0.58	1.2	1078	-0.57	1456	3.8	2.0	13	10	10	i	13%	i	4	-2%
CCC(=O)Nc1ccc(C(=O)NNC(=O)c2cc([N+](=O)[O-])cc([N+](=O)[O-])c2)cc1
 : 0.33	-0.28	0.057	0.37	-1.4	1078	0.09	1405	1.6	2.8	12	3	2	i	5%	i	-2	7%
COc1ccc(Oc2coc3c(CN(C)C)c(O)ccc3c2=O)cc1
 : 0.29	-0.19	0.36	0.64	x	x	-0.07	1198	2.0	0.9	32	10	3	i	16%	i	9	14%
NC(=O)Cn1nc([N+](=O)[O-])nc1Oc1ccccc1C(=O)N1CCOCC1
 : 1.3	-0.22	0.37	-0.18	-3.3	1099	0.01	1075	5.5	1.8	0.5	1	-22	i	-8%	i	1	5%
COc1cc(OC)c(C(=O)Oc2ccc3c(c2)OCO3)cc1OC
 : -0.67	-0.22	-0.17	0.19	-2.0	876	0.59	1167	1.5	1.2	6.9	-8	-19	i	-7%	i	3	-16%
